Keap1 Nrf2 FP – Keap1-Nrf2 (human) interaction inhibition; Q14145; Keap1 Kelch-Nrf2 peptide fluorescence polarization, 1536-well; inhibition, % at 9.4 µM; 340,000 tested, 0.15% active; in the data active = inhibition above about 12%;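 also: human Keap1 Kelch domain with fluorescein labeled Nrf2 9mer peptide probe; 0% = neutral control wells and 100% = peptide positive control; higher means more block of Keap1 binding to Nrf2 peptide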
Target sequence (Q14145 whole entry, looked up, the tested form may be a part): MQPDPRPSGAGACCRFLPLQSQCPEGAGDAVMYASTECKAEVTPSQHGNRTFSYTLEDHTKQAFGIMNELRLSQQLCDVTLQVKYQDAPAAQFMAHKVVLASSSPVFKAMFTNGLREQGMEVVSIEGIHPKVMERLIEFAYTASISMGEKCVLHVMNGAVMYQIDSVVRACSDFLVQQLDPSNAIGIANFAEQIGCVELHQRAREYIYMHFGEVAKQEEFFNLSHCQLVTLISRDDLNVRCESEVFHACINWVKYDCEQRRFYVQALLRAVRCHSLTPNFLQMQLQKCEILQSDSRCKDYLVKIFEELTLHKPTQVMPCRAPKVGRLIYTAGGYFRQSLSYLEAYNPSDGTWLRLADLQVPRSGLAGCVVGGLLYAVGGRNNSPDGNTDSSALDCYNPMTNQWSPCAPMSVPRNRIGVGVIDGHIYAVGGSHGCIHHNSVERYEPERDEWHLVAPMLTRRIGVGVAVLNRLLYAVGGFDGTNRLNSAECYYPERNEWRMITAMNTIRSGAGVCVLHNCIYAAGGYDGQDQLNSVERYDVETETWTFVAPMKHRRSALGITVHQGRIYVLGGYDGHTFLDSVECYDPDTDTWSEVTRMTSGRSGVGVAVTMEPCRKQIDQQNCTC
CAL PDZ FP-1 – CAL PDZ (human) peptide binding inhibition; Q9HD26; AID 602252; 300,000 tested, 0.92% active; purified CAL PDZ, TMR-peptide fluorescence polarization, 1 h; inhibition, % at 24.9 µM;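 active = mean inhibition of at least 30% with at least half of replicates also reaching 30%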;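 also: 0% = DMSO neutral control and 100% = excess unlabeled competitor peptide PRC23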
RTF Ca sens inh – cardiac RTF calcium desensitization | P19429+P45379 | IANBD-labeled cardiac RTF, Ca2+ fluorescence | inhibition, % at 7.15 µM | 340,000 tested, 0.12% active | AID 493244;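 active = inhibition above the mean inhibition of all tested compounds plus 3 SD, cut at about 17% in these data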;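 also: assay run at fixed EC70 calcium of 1.6 mM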
PKA-R2B act – activates the human PKA-R2B holoenzyme complex; PKA-R2B holoenzyme dissociation, Cy5-IP20 fluorescence polarization; R2B truncated from residue 108, S112A mutant; 0% DMSO only, 100% 113 µM cGMP; 340,000 tested, 0.079% active; P22694+P31323; activation, % at 11.4 µM; AID 504700;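 active = activation above a cutoff set at the mean over all compounds plus 3 SD, cut at about 18% in these data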;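 also: higher means more holoenzyme dissociation and a rise in polarization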
Target sequence (P31323 whole entry, looked up, other chains not shown, the tested form may be a part): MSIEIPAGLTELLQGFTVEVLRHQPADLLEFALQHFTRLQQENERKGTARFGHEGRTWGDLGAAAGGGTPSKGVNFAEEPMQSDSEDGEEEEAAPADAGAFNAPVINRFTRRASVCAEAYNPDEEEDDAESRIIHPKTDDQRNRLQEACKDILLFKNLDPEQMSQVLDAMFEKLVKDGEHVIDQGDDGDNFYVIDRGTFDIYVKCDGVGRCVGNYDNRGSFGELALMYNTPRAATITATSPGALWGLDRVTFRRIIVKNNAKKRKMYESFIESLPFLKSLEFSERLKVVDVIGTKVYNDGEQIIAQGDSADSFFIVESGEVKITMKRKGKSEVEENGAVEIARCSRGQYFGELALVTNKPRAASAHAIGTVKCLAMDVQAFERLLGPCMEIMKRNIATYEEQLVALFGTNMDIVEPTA
C-LANA FP – KSHV C-LANA DNA binding inhibition; 340,000 tested, 0.078% active; inhibition, % at 9 µM; MBP-C-LANA/FAM-LBS DNA binding, fluorescence polarization; AID 504423;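 active = highest replicate inhibition at or above 60% at 9 µM, even if other replicates fall short; inactive = all replicates below 60% inhibition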;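 also: 0% = neutral control wells and 100% = 4 µM acridine orange control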
Rtt109 HAT inh – inhibitors of Candida albicans Rtt109/Vps75 histone acetyltransferase. 330,000 tested, 0.16% active. Q5AAJ8. inhibition, % at 34.9 µM. AID 540336. purified Rtt109/Vps75, ThioGlo CoA-SH fluorescence, 4 h;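 active = inhibition of at least 50% in every replicate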
RTF Ca sens act – cardiac RTF calcium sensitization | AID 493008 | activation, % at 7.2 µM | P19429+P45379 | IANBD-labeled TnC RTF fluorescence at EC20 calcium; 0% EC20 calcium, 100% full calcium | 340,000 tested, 0.24% active;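 active = activation above the mean over all tested compounds plus 3 SD, cut at about 30% in these data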;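 also: rise in fluorescence read as greater calcium sensitivity of cardiac thin filaments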
CAL PDZ FP-2 – human CAL PDZ-peptide interaction inhibition | 330,000 tested, 0.02% active | AID 504414 | inhibition, % at 20 µM | purified CAL PDZ, TMR-peptide fluorescence polarization, 1 h;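 active = highest replicate inhibition of at least 40%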;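 also: plate controls were DMSO neutral control wells for no effect and unlabeled competitor peptide control wells for full effect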
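Control set: unlabelled peptide and DMSO controls / Material: purified CerCALP PDZ construct / Timing: 1 h incubation at room temperature before polarization reading / Doses: 20 µM, one dose / Detection: fluorescence polarization (mP)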
SR-BI uptake up – enhances SR-BI lipid uptake from DiI-HDL; CHO ldlA[mSR-BI] cells, DiI-HDL uptake fluorescence, 3 h; 100 = double the neutral-control signal; activation, % at 12.5 µM; 320,000 tested, 0.096% active;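 active = mean replicate activation of at least 60% and every replicate at or above 60%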;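 also: 0% = median plate neutral-control signal and 100% = twice that signal; values of inactives mirror those of a sister screen read the other way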
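material = CHO ldlA[mSR-BI] cells | medium = Ham's F12 with 0.5% BSA, HEPES 25 mM, pH 7.4 | reagent = fluorescent DiI-HDL, 10 µg/mL final | compound dosing = single-point compound dose | incubation = 3 h, 37 °C | measured by = bottom-read fluorescence, 550/595 nm | measure = HDL uptake via cellular fluorescence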
DAGLB inhibitor – blocks human DAGLB lipase activity | inhibition, % at 5.17 µM | Q8NCG7 | HEK293T DAGLB membrane lysate, EnzChek fluorogenic substrate | AID 504411 | 340,000 tested, 0.059% active; in the data active = inhibition above about 34%;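 also: 0% = enzyme with vehicle and 100% = wells lacking enzyme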
Starred values were filed as active, the others as inactive; · = no result given. Not a hit list. Share with any hit: about 1.6%.

SMILES | Keap1 Nrf2 FP | CAL PDZ FP-1 | RTF Ca sens inh | PKA-R2B act | C-LANA FP | Rtt109 HAT inh | RTF Ca sens act | CAL PDZ FP-2 | SR-BI uptake up | DAGLB inhibitor
Cc1ccc2nc(N(CCN(C)C)C(=O)c3cc(Cl)sc3Cl)sc2c1 | -4.5 | -25.4 | -5.5 | -9.1 | -0.4 | 4.4 | -5.5 | -3.8 | -27.1 | -5.8
CCOC(=O)c1cnc2ccc(OCC)cc2c1NCc1cccnc1 | -2.0 | -1.4 | -15.1 | 0.1 | 4.9 | 0.2 | -3.6 | -1.5 | -19.3 | 2.2
CCn1nc(C(=O)NNC(=O)COc2ccccc2C)c2ccccc2c1=O | 0.5 | -0.9 | -17.1 | -1.8 | · | · | -1.6 | -1.1 | 2.0 | -1.8
O=C(/C=C/c1ccc2c(c1)OCO2)Nc1nc2ccccc2s1 | -2.9 | 1.6 | -1.5 | -3.2 | -0.4 | 2.9 | 1.9 | 0.1 | -36.1 | 3.0
O=C(c1cc2ccccc2o1)N1CCN(C/C=C/c2ccccc2)CC1 | 0.8 | -0.9 | -0.7 | 8.1 | 0.8 | 18.5 | -4.3 | -3.3 | 19.9 | -4.5
NS(=O)(=O)c1ccc(NN=C2CCCCC2)c([N+](=O)[O-])c1 | 2.4 | -4.8 | 9.9 | -17.4 | 2.2 | 0.3 | -10.9 | -2.0 | 6.3 | 7.2
O=C(O)CSCC(=O)Nc1ccc(-c2nc3ccccc3s2)cc1 | -0.8 | · | · | · | -0.3 | 11.4 | · | -4.0 | 1.7 | ·
Cc1ccc(CNC(=O)C2CC3Cn4c(nc5ccccc54)C3N2C)o1 (stereo not drawn) | -4.5 | -3.3 | 2.5 | -2.2 | -0.1 | -0.9 | 0.0 | -0.6 | 36.3 | 1.9
COC(=O)c1c(-c2ccccc2)csc1NC1=NS(=O)(=O)c2ccccc21 | -1.7 | -1.2 | 3.7 | -5.9 | 0.8 | 4.2 | 7.5 | 0.3 | -25.7 | 1.9
COc1ccc(S(=O)(=O)n2nc(OC(=O)c3ccccc3Br)cc2N)cc1 | -7.9 | -1.2 | -5.9 | -2.6 | -1.7 | 15.1 | 2.2 | · | -7.1 | 1.6
COCCNc1ccc(-c2n[nH]c(=O)c3ccccc23)cc1[N+](=O)[O-] | -5.3 | 0.0 | -6.5 | -0.3 | -2.7 | -2.1 | 0.7 | -0.5 | -11.1 | 0.9
CC1CCCCC1N=CC1=C(O)CC(C)(C)CC1=O (stereo not drawn) | -0.9 | -2.3 | -12.6 | -6.2 | 0.4 | -15.0 | 2.8 | -2.5 | 4.4 | 0.2
Nc1cc(S(=O)(=O)C(F)(F)F)ccc1C(=O)O | -2.0 | 0.7 | -1.8 | -4.1 | 2.1 | 3.8 | -8.0 | · | 6.6 | 1.0
O=C(COC(=O)c1cnccn1)N=c1sccn1Cc1ccccc1Cl | -0.4 | 0.5 | -2.8 | -9.7 | -0.7 | 0.3 | -4.4 | -0.6 | 33.5 | -0.5
O=C(Cn1cnc2ccccc2c1=O)N1CCN(Cc2ccc3c(c2)OCO3)CC1 | -8.9 | -5.5 | 4.5 | 8.8 | 0.8 | 9.1 | 0.8 | · | 4.4 | 5.2
Cc1ccc(NC(=O)COc2ccc(Br)cc2CO)cc1 | -5.7 | · | -1.7 | 5.7 | 0.4 | 1.9 | -1.9 | -2.7 | 6.3 | -4.8
CC(Sc1nnc(-c2ccccc2Br)o1)C(=O)N1CCOCC1 (stereo not drawn) | 3.8 | 1.1 | 5.2 | -1.1 | 0.0 | 2.0 | -5.6 | -1.4 | 16.0 | 2.8
Brc1ccccc1OCCCCN1CCCCC1 | -3.6 | -5.4 | 3.4 | -9.8 | 1.7 | -6.1 | 2.9 | -0.9 | 8.5 | -0.5
CC(C)n1cc(C(=O)NC2CC(C)(C)Cc3c2cnn3-c2ccccc2)cn1 (stereo not drawn) | -3.0 | -0.9 | -10.4 | 1.0 | 0.4 | -4.8 | -3.6 | -2.7 | -6.7 | 0.2
COc1ccc(C(=O)n2c(SC)nc3cc4c(cc32)OCCO4)cc1 | 1.1 | -1.5 | -1.3 | 4.8 | 2.0 | -1.9 | 4.2 | -0.1 | -26.3 | 0.5
CC(C)(CNC(=O)c1ccc(S(=O)(=O)Nc2ccc(Cl)cc2)cc1)N1CCOCC1 | 3.6 | -9.1 | -4.0 | 7.2 | -4.4 | 1.3 | 2.0 | 0.7 | -23.4 | 1.0
COc1ccc(S(=O)(=O)N(C)C[C@H]2Oc3c(NC(=O)Nc4c(C)noc4C)cccc3C(=O)N([C@@H](C)CO)C[C@H]2C)cc1 | 3.2 | 1.6 | -9.0 | 3.5 | -0.3 | -0.9 | 4.4 | -0.1 | 4.8 | -1.2
CCOc1ccccc1NC(=O)NC1CCCc2ccccc21 (stereo not drawn) | -0.1 | 0.9 | 1.8 | 2.4 | -0.3 | 24.7 | -2.4 | -2.1 | -79.1 | -6.7
CCOc1ccc(C(=O)C2CCN(CC(=O)Nc3nccs3)CC2)cc1 | 2.3 | -2.1 | -0.3 | 0.8 | 1.3 | -7.1 | -3.4 | -3.7 | -30.2 | 1.5
O=[N+]([O-])c1ccc(N2CCCC2)nc1 | -1.8 | · | · | · | 0.7 | -5.8 | · | 0.2 | -2.3 | ·
CC(C)[C@@H](NC(=O)OC(C)(C)C)C(=O)NCC1CCC(C(=O)N[C@@H](Cc2ccccc2)C(=O)O)CC1 (stereo partly drawn) | -0.6 | 11.5 | -6.5 | -5.9 | 2.0 | 3.7 | 2.9 | -0.2 | 33.4 | -0.9
Brc1ccc(OCc2nc(-c3ccccn3)n[nH]2)cc1 | -0.5 | -3.9 | 0.2 | 4.3 | 0.2 | 1.0 | -1.7 | -0.5 | 3.8 | -9.3
COc1cc(C(=O)NCCNc2nc3c(C)c(C)ccc3cc2C#N)cc(OC)c1OC | 2.5 | -11.7 | 7.6 | -0.6 | -1.5 | 4.5 | -7.0 | 1.0 | -35.1 | 0.6
CC(NC(=O)c1cccnc1)c1ccc2c(c1)OCO2 (stereo not drawn) | 2.6 | · | 0.8 | -0.8 | 0.6 | 10.8 | -6.5 | -2.4 | 23.8 | 0.8
Cc1ccc(N(Cc2ccccc2)C(=O)c2ccc(Cl)c(S(=O)(=O)N3CCOCC3)c2)cc1 | -7.3 | -1.8 | -0.4 | -10.8 | -1.8 | 3.9 | -5.5 | 0.1 | -16.0 | -8.6

Full records, quoted from the list.
Profile of COc1cc(C(=O)NCCNc2nc3c(C)c(C)ccc3cc2C#N)cc(OC)c1OC = Keap1 Nrf2 FP: 2.5; CAL PDZ FP-1: -11.7; RTF Ca sens inh: 7.6; PKA-R2B act: -0.6; C-LANA FP: -1.5; Rtt109 HAT inh: 4.5; RTF Ca sens act: -7.0; CAL PDZ FP-2: 1.0; SR-BI uptake up: -35.1; DAGLB inhibitor: 0.6
Profile of CC(Sc1nnc(-c2ccccc2Br)o1)C(=O)N1CCOCC1 (stereo not drawn) = Keap1 Nrf2 FP: 3.8; CAL PDZ FP-1: 1.1; RTF Ca sens inh: 5.2; PKA-R2B act: -1.1; C-LANA FP: 0.0; Rtt109 HAT inh: 2.0; RTF Ca sens act: -5.6; CAL PDZ FP-2: -1.4; SR-BI uptake up: 16.0; DAGLB inhibitor: 2.8

Next section:
SMILES | Keap1 Nrf2 FP | CAL PDZ FP-1 | RTF Ca sens inh | PKA-R2B act | C-LANA FP | Rtt109 HAT inh | RTF Ca sens act | CAL PDZ FP-2 | SR-BI uptake up | DAGLB inhibitor
CC(C)(C)OC(=O)NC1CC2CCCC(C1)N2Cc1ccccc1 (stereo not drawn) | 4.7 | -2.0 | -5.6 | 4.5 | -0.6 | 1.4 | -1.6 | 0.3 | 12.4 | -0.1
CCC(C(=O)OCC(=O)Nc1ccc(Cl)c(S(=O)(=O)N(C)C)c1)c1ccccc1 (stereo not drawn) | 0.5 | -4.7 | -11.6 | -2.4 | -1.6 | 3.8 | 3.9 | -0.4 | -38.6 | -9.6
COc1cc(C(=O)OCc2cccc(OC)c2OC)ccc1OCC(=O)N1CCOCC1 | 3.7 | 0.2 | 4.2 | 10.5 | 2.5 | -1.8 | -4.1 | -0.7 | -26.2 | -1.3
CCOc1ccc(-n2ccc(=O)c(C(=O)Nc3ccc(S(=O)(=O)Nc4nccs4)cc3)n2)cc1 | -4.7 | -4.7 | -4.7 | 4.5 | -0.1 | -0.2 | 3.7 | -5.1 | -3.8 | 1.6
Cc1ccc(C(=O)NCc2ccco2)cc1S(=O)(=O)N1CCCCC1 | -3.9 | -1.1 | 7.5 | 3.1 | 1.3 | 10.5 | -0.3 | -3.3 | -21.1 | -0.6
O=C(NC1CCCCC1)C(c1cccnc1)N(C(=O)CCl)c1ccc(F)cc1 (stereo not drawn) | 0.6 | -4.2 | -1.8 | -3.7 | 1.8 | -35.2 | -1.9 | -0.3 | 17.5 | 3.2
CC(C)OC(=O)c1cc2ccccc2[nH]1 | -0.7 | · | -1.2 | -11.9 | 0.9 | 1.8 | -1.1 | -1.2 | -7.5 | 1.1
CCOC(=O)c1c(Nc2ccccc2OCCOC)n[nH]c1C | 2.1 | -2.4 | 0.8 | -0.6 | 0.5 | -4.9 | 1.5 | 0.9 | -15.3 | -2.1
COc1ccccc1NC(=O)/C=C\C(=O)O | 0.7 | 5.0 | 10.3 | 0.7 | 0.4 | 12.0 | -4.7 | 0.1 | -13.2 | -1.7
CSc1nc(C)c(Oc2ccccc2)c(=O)n1C | 2.2 | -9.2 | -4.3 | -1.7 | -0.2 | 0.9 | -3.6 | -0.2 | 18.2 | -1.0
CCCn1nc(C(=O)OCC(=O)c2ccc3c(c2)NC(=O)CO3)c2ccccc2c1=O | 4.3 | -5.2 | 1.9 | -3.4 | -0.4 | -9.6 | 8.2 | · | -1.9 | -2.5
O=C(NCc1ccccc1)c1ccc2nc(-c3ccco3)c(-c3ccco3)nc2c1 | 2.6 | · | 12.6 | 4.2 | -0.5 | -0.3 | -7.2 | -0.1 | 1.5 | 15.3
O=C(NNC(=O)c1ccccc1F)c1ccc(S(=O)(=O)N2CCCC2)cc1 | 3.8 | -2.8 | -5.8 | -12.1 | -0.6 | 1.5 | 1.8 | -0.5 | -14.5 | 2.9
CN1c2ccccc2C2(C)CCCC3=Cc4cc([N+](=O)[O-])cc([N+](=O)[O-])c4OC312 (stereo not drawn) | -1.5 | -4.4 | -19.8 | -2.9 | -0.1 | 3.9 | 2.3 | 1.3 | 4.3 | -2.3
COc1ccc(OCC(O)Cn2c(N3CCCCC3)nc3c2c(=O)[nH]c(=O)n3C)cc1 (stereo not drawn) | -4.7 | · | -2.1 | -1.8 | -1.9 | -1.3 | 3.7 | 1.2 | 10.5 | 3.0
Cc1ccc(S(=O)(=O)N2CCCCC2)cc1NC(=O)CSc1ncn[nH]1 | 6.0 | · | -2.4 | 12.8 | -1.7 | -0.6 | 0.7 | -0.7 | -22.5 | -1.5
O=C(NC1CCCC1)C(c1ccncc1)N(C(=O)c1csnn1)c1ccccc1 (stereo not drawn) | 1.5 | 1.2 | -5.3 | -9.1 | -1.9 | 15.8 | -8.7 | -1.5 | 15.1 | -2.1
